# OX1R antag: antagonists of human orexin 1 receptor (OX1R). Orexin/Hypocretin receptor type 1 (Homo sapiens), O43613. inhibition, % at 6.6 µM. AID 485270, 2010. hit rate 1.8% among 330,000. OX1R-expressing cells, FRET antagonist read-out; in the data active = inhibition mostly above about 38%, no sharp cut-off; inactive = mostly below about 40%;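 note: 0% = agonist challenge alone and 100% = reference antagonist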
# Target sequence (O43613 whole entry, looked up): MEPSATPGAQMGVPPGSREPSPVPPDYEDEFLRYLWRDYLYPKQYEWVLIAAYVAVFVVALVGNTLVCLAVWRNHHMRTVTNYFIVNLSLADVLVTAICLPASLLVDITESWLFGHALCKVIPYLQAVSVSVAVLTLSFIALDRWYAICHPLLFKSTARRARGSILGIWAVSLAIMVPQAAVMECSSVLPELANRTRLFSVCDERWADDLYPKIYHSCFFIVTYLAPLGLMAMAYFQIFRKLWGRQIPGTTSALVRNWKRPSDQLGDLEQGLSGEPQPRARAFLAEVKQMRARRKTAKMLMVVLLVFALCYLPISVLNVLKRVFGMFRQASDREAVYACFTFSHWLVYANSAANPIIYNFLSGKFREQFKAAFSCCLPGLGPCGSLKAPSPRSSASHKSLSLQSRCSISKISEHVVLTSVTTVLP
# KCNQ2 block: KCNQ2 potassium channel inhibitors, primary screen, cell-based, CHO-K1, FluxOR thallium flux, B-score (AID 2156); B-score at 10 µM; 20 min; hits give low values; Potassium voltage-gated channel subfamily KQT member 2 (Rattus norvegicus), O88943; hit rate 1.1% among 310,000;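 active = fluorescence ratio B-score at most minus 3 library SDs, with starting brightness B-score within 2 library SDs, cut at about -5.5 in these data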
# STK33 inh: inhibitors of purified STK33 kinase, primary screen, biochemical, ADP-Glo luminescence, homogeneous, cell-free | Serine/threonine-protein kinase 33 (Homo sapiens), Q9BYT3 | MBP phosphorylation | inhibition, % at 10 µM | hit rate 0.073% among 320,000;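 active = inhibition at or above 25%, using the most active replicate where run in duplicate; inactive = inhibition below 25%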
# Target sequence (Q9BYT3 whole entry, looked up): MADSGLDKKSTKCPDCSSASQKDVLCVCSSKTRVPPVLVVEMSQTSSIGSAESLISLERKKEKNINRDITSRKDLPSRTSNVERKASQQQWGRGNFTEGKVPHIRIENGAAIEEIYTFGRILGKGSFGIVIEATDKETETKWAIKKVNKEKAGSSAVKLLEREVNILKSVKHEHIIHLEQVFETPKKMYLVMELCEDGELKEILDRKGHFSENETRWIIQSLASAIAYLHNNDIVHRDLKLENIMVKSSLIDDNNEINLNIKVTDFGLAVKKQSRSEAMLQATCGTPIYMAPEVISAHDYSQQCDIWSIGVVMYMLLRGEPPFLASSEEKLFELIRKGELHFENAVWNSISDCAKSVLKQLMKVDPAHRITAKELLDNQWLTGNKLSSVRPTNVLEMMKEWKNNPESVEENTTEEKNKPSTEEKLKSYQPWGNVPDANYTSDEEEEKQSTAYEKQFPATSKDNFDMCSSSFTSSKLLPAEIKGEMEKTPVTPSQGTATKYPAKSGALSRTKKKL
# * hit, by the source's call; i = inactive; . = no result given. This is a random part of the collection (roughly 2.7% active in at least one column).
SMILES,OX1R antag,KCNQ2 block,STK33 inh
CCOc1ccc(N2CC(C(=O)NC3CCCC3)CC2=O)cc1 (stereo not given),3,i,0.6
CCCc1c(O)c2ccccc2n(-c2ccccc2)c1=O,14,i,-1.1
O=C(c1cn(Cc2ccccc2)nc1-c1ccc(Cl)cc1)N1CCN(c2ccccn2)CC1,5,.,0.0
COc1ccc2c(C)c(C(=O)N3CCN(Cc4ccccc4)CC3)oc2c1,.,-6.2*,0.1
CCCNC(=O)C(Cc1ccc(I)cc1)NC(=O)c1ccc2ccccc2n1 (stereo not given),12,.,1.2
O=C(O)c1ccc(S(=O)(=O)NCC2CCCCC2)cc1,.,i,-0.6
COc1ccc(NC(=O)CCC(=O)Nc2ccc3nc(N4CCOCC4)cc(C)c3c2)c(OC)c1,20,i,-0.4
C=CCn1ncc(OC)c(Cl)c1=O,5,i,0.6
O=C(OCCN1C(=O)c2ccccc2C1=O)c1ccccc1,29,i,0.5
COc1ccc(CN2CCNC(=O)C2CC(=O)N(C)Cc2ccon2)cc1OC (stereo not given),1,i,0.7
CCOC(=O)N1CCN(C(=O)C2CCCN(c3ncnc4c3nc3n4CCCCC3)C2)CC1 (stereo not given),19,i,1.6
CCCCc1ccc(NC(=O)c2cnccn2)cc1,8,i,-0.3
Cc1cc2c(cc1C)CSC(c1ccccc1O)SC2,19,i,-0.5
O=[N+]([O-])c1cccc2cn[nH]c12,48,i,0.2
COc1cc(Br)c(/C=C/c2ccc3cccc(O)c3n2)cc1OC,9,i,0.8
OCCNc1nc(Cl)nc(NCc2ccco2)n1,-6,i,0.7
O=C(COc1cc2oc(=O)c3c(c2cc1Cl)CCC3)N1C[C@H]2C[C@@H](C1)c1cccc(=O)n1C2,20,i,1.1
COc1cc(C(=O)OCC(=O)Nc2ccc(C(C)=O)cc2)ccc1OCC(=O)N1CCOCC1,3,i,-0.9
CCOC(=O)c1c(C)oc2ccc(OCC(N)=O)cc12,24,i,2.8
COc1cc(/C=C2\SC(=S)N(CCC(=O)Nc3ccccc3O)C2=O)cc(OC)c1OC,21,i,-0.1
O=C(Nc1ccccn1)c1cccc(S(=O)(=O)N2CCc3ccccc3C2)c1,25,i,.
O=C(c1ccc(-c2ccccc2)cc1)C1CCCN(C(=O)Cn2cncn2)C1 (stereo not given),15,i,-0.7
COc1ccc(S(=O)(=O)N2CCc3ccccc32)cc1C(=O)N(CC(C)C)C1CCS(=O)(=O)C1 (stereo not given),22,i,-0.6
CC1=NN(C(N)=S)C(=O)C1N=Nc1c(C)n(C)n(-c2ccccc2)c1=O (stereo not given),26,i,-1.5
COc1cc2c(cc1OC)C(c1cccc(Br)c1)NC(=O)C2 (stereo not given),.,i,-1.1
CCC(C(=O)NCCN1CCOCC1)n1c2ccccc2c2nc(=O)cc(C)n21 (stereo not given),5,i,-0.4
Cn1nc(C(F)(F)F)c(C(=O)Nc2ccc(F)cc2)c1Cl,30,i,-1.5
CCNC(=O)COC(=O)COc1ccc(Cl)cc1C,0,i,1.7
COc1cc(-c2noc(C)c2C#CC2(O)CCCCC2)cc(OC)c1OC,29,i,0.8
COCCN1CC(O)=C(c2nc3ccccc3c(=O)[nH]2)C1=N,4,i,-1.2
CCC1(c2ccc(F)cc2)NC(=O)NC1=O (stereo not given),-3,i,-1.0
COc1ccc(C(=O)NC2CC2)cc1OC1CCN(Cc2cc(C)cc(C)c2)CC1,1,i,-0.1
CCN(CC)C(=O)C1CCCN(C/C=C/c2ccccc2)C1 (stereo not given),-1,i,-0.9
CN(CCO)c1nc(N)c2c(N)nc3c(c2c1C#N)CC(=O)N3Cc1cccs1,19,i,.
CCn1nc(C(=O)Nc2nc3ccc(C)cc3s2)c2ccccc2c1=O,-1,i,0.8
CC1CCN(S(=O)(=O)c2cn(CC(=O)N3CCN(c4cccc(C(F)(F)F)c4)CC3)cn2)CC1,1,i,.
COc1cc(CNCCNCC(C)O)ccc1OCc1ccc(Cl)nc1 (stereo not given),25,i,-0.4
COC(=O)CN1C(=O)[C@H]2[C@@H](c3ccc(C)o3)N3C(=O)CN(Cc4ccccn4)C(=O)[C@@]3(C)[C@H]2C1=O,23,i,0.6
CC1(OC(=O)c2cccs2)C(=O)C=C2C=C(c3ccc(C#N)cc3)OC=C2C1=O (stereo not given),24,i,-0.8
CC(=O)Nc1ccc(S(=O)(=O)Nc2ncccn2)cc1,11,i,-0.9
Cc1ccc(NS(=O)(=O)c2cc(C(=O)NCc3ccncc3)ccc2C)cc1,.,i,-0.3
Cc1[nH]c(=O)[nH]c(=O)c1NS(=O)(=O)c1ccc2c(c1)CCCC2,28,i,-1.2
Cc1cc(OC(C)C(=O)N(Cc2ccco2)C2CCS(=O)(=O)C2)ccc1Cl (stereo not given),3,i,1.0
CCc1ccccc1NC(=O)CSC1=C(C#N)C(c2ccc(O)c(OC)c2)C2=C(CCCC2=O)N1 (stereo not given),21,i,0.9
Cc1ccc2c(CC(=O)NNC(=O)c3ccccc3)coc2c1,15,i,-0.5
NS(=O)(=O)c1ccc(CCNC(=O)c2ccc3c(=O)n4c(nc3c2)CCCCC4)cc1,6,.,-0.9
Cc1nn(CC(=O)N2CCN(C)CC2)c(=O)c2c1sc1ccccc12,14,i,-1.0
COc1ccc2[nH]c3c(c2c1)CN(C)CC3,9,i,7.8
Cn1nc(C(=O)NCc2cccc(Cl)c2)c2c1-c1ccccc1S(=O)(=O)C2,4,i,0.1
CSc1nc(C)cc(OCNC(=O)c2cccs2)n1,3,i,-1.2
O=C(CCN1C(=O)c2ccc(Br)cc2C1=O)NC1CCCCC1,11,i,-1.5
COc1ccc(Cn2ccnc2SCC(=O)Nc2ccccc2)cc1,16,i,-1.1
CSc1nc(-c2ccc(Cl)cc2)c(C#N)c(=O)[nH]1,31,i,-0.4
C=CCN(c1ccc(C(=O)NC(C)C)cc1)S(C)(=O)=O,9,i,.
CCc1[nH]c(=S)c(C#N)c(-c2ccccc2)c1C(=O)OC,14,i,-0.3
Cc1cc(C)nc(SCC(=O)Oc2ccc3oc(=O)cc(C)c3c2)n1,-6,i,3.8
O=C(CSc1nnc(-c2cccnc2)n1-c1ccc(F)cc1)NCc1ccc2c(c1)OCO2,6,i,0.1
O=C1CC(N(Cc2ccc3c(c2)OCO3)C(=O)Nc2ccc(F)cc2)C(=O)N1c1ccccc1 (stereo not given),11,i,0.8
COC(=O)c1cccc(NC(=O)c2cnoc2C)c1,11,i,0.1
COc1cc(C(=O)NCC(=O)Nc2ccc(F)c(F)c2)ccc1OCC(=O)N1CCOCC1,0,i,-1.7

# Filtered by structure, the compounds so far containing a furan ring, fused or not.
SMILES,OX1R antag,KCNQ2 block,STK33 inh
COc1ccc2c(C)c(C(=O)N3CCN(Cc4ccccc4)CC3)oc2c1,.,-6.2*,0.1
OCCNc1nc(Cl)nc(NCc2ccco2)n1,-6,i,0.7
CCOC(=O)c1c(C)oc2ccc(OCC(N)=O)cc12,24,i,2.8
COC(=O)CN1C(=O)[C@H]2[C@@H](c3ccc(C)o3)N3C(=O)CN(Cc4ccccn4)C(=O)[C@@]3(C)[C@H]2C1=O,23,i,0.6
Cc1cc(OC(C)C(=O)N(Cc2ccco2)C2CCS(=O)(=O)C2)ccc1Cl (stereo not given),3,i,1.0
Cc1ccc2c(CC(=O)NNC(=O)c3ccccc3)coc2c1,15,i,-0.5

# (continued)
SMILES,OX1R antag,KCNQ2 block,STK33 inh
C/C(=N\NC(=O)c1cc(C2CC2)nc2ccccc12)c1ccc(O)cc1O,11,i,-0.3
CCC(C)[C@H](NC(=O)NC1CCCc2ccccc21)C(=O)OC (stereo not given in full),16,i,0.3
Clc1cc(Br)ccc1NCc1cccnc1,1,i,-6.9
O=C(O)c1ccc(CN2CCCCC2)o1,13,i,-1.6
COc1cc(SC)ccc1C(=O)Nc1nc(C)cs1,20,i,.
O=C(O)c1ccc(OCC2CCCO2)cc1 (stereo not given),7,i,-1.1
Cc1cc(C)n(-c2nc(Nc3ccccc3C)nc(-n3nc(C)cc3C)n2)n1,14,i,-0.3
CC1CCCC(NC(=O)COC(=O)CCc2ccccc2)C1C (stereo not given),12,i,-0.9
c1ccc2c(c1)nc(NCc1ccc3c(c1)OCO3)n2CCN1CCOCC1,12,i,-0.5
O=C(NC1CCN(Cc2ccccc2)CC1)c1cccc(S(=O)(=O)Nc2ccc(SC(F)F)cc2)c1,-1,.,0.9
Cc1ccc(S(=O)(=O)N2CCN(c3nn(C)c(=O)n(C)c3=O)CC2)cc1C,12,.,-1.5
CSCC[C@H](NC(=O)Cc1c(C)c2c(cc(C)c3c(C)coc32)oc1=O)C(=O)O,.,i,2.3
CCc1cc(C(=O)NNC(=S)Nc2ccccc2C)cs1,14,i,-0.7
Cc1ccc(-c2cc(C(=O)N/N=C/c3c(C)nn(C)c3C)c3ccccc3n2)c(C)c1,8,i,-0.2
COc1cccc(OC)c1C(=O)N1CCN(c2c(Cc3ccccc3)c(C)nc3ncnn23)CC1,10,i,-0.3
COc1ccc(CC(=O)N2CCCC2)c(OC)c1,11,i,-0.3
CC(=NCCc1ccccc1)C1=C(O)CSC1=O,39,i,-1.1
CS(=O)(=O)N(CC(=O)NCc1ccccc1Cl)c1cccc([N+](=O)[O-])c1,7,i,0.7
Cc1cnc(C(=O)OCC(=O)N2c3ccccc3NC(=O)C2(C)C)cn1,19,i,-1.5
O=[N+]([O-])c1ccc2c(c1)ncn2-c1ccccc1,43,i,-0.4
C=CCN1C(=O)CSc2ccc(C(=O)NC3CCCCC3)cc21,7,i,-0.5
CCN(CC)c1ccc(NC(=O)CCNC(=O)c2ccco2)cc1,13,i,-0.9
CCC(C(=O)Nc1cccnc1Cl)c1ccccc1 (stereo not given),4,i,1.0
Cc1nc(-c2ccc(S(=O)(=O)Nc3cccc(S(N)(=O)=O)c3)s2)cs1,8,i,-1.3
O=C(NC1CC1)C1CCN(C(=O)c2ccccc2Cl)CC1,11,i,-0.9
Cc1ccccc1OCCC(=O)OCC(=O)Nc1ccc2[nH]c(=O)[nH]c2c1,5,i,-0.3
Nc1nnc(CCc2ccccc2)s1,-4,i,-0.2
O=C(CCNC(=O)c1ccccc1)NNC(=O)COc1ccccc1Cl,13,.,0.7
Cc1ccc(C(=O)C(C)OC(=O)CCN2C(=O)C3C4C=CC(C5CC45)C3C2=O)cc1 (stereo not given),12,i,-0.8
COc1ccccc1Nc1nnc(SCC(=O)Nc2cc(C)on2)s1,11,i,-0.2
NS(=O)(=O)c1ccc(N=Nc2c(O)c(C(=O)O)cc3ccccc23)cc1,20,i,5.4
O=C(c1cc2cc(Br)ccc2oc1=O)N1CCN(c2ccccn2)CC1,-5,i,0.0
O=C(COC(=O)c1ccc([N+](=O)[O-])s1)Nc1ccc(Cl)cn1,35,i,-0.4
Cc1nccn1-c1ccc(C=O)cc1,7,i,0.2
COC(=O)[C@@H]1C[C@@]2(O)[C@@H](O)[C@@H](O)[C@@H](O)C[C@H]2N1Cc1ccc(-c2ccccc2)cc1,18,i,-1.1
N#Cc1cnc(Sc2ccccc2)nc1,18,i,-3.9

# Structural class, the compounds so far containing a CF3 group (2)
SMILES,OX1R antag,KCNQ2 block,STK33 inh
Cn1nc(C(F)(F)F)c(C(=O)Nc2ccc(F)cc2)c1Cl,30,i,-1.5
CC1CCN(S(=O)(=O)c2cn(CC(=O)N3CCN(c4cccc(C(F)(F)F)c4)CC3)cn2)CC1,1,i,.

# (next part)
SMILES,OX1R antag,KCNQ2 block,STK33 inh
C=CCn1c(C)cc(C(=O)CSc2nc3ccccc3[nH]2)c1C,42*,-7.5*,-1.2
Cc1ccccc1NC(=O)CN1CCN(C)CC1,10,i,-0.6
CCN(CC)c1nc(-c2cccc(OC)c2O)nc2ccccc12,15,i,-1.1
O=Cc1ccccc1OCCOc1ccccc1C=O,19,i,4.7
CCS(=O)(=O)c1nc(S(=O)(=O)c2ccc(C)cc2)c(N2CCC(C)CC2)s1,23,i,1.2
COC(=O)c1nnn(CC(=O)NC(=O)Nc2ccccc2)c1C(=O)OC,4,i,-3.4
O=C(CCN1C(=O)c2cccc3cccc(c23)C1=O)N1CCOCC1,80*,i,-0.1
CCc1noc(C)c1C(=O)Nc1ccc(F)c(F)c1F,5,i,-0.6
CC1C(=O)Nc2ccc(S(=O)(=O)N3CCCCCC3)cc21 (stereo not given),0,.,0.2
O=C(CN1CCN(c2ccc([N+](=O)[O-])cc2)CC1)Nc1ccccn1,54,i,-0.9
O=C(O)CSc1nnc(-c2ccc3c(c2)OCO3)n1-c1ccccc1,13,i,-2.3
CCOC(=O)NC(=O)/C(C#N)=C\c1ccccc1,6,i,-3.5
C[C@H](NC(=O)c1ccccc1)C(=O)N1CCN(Cc2ccc3c(c2)OCO3)CC1,4,.,-0.8
O=C(CCc1ccccc1)Nc1nnc(-c2ccccn2)o1,7,i,-1.6
CCOCCc1nnc(NC(=O)CS(=O)(=O)Cc2ccccc2)s1,11,i,-0.8
CCN1CCN(Cc2ccc(NC(=O)c3ccc(C)c(NC(=O)c4cccc5[nH]ccc45)c3)cc2C(F)(F)F)CC1,13,i,5.0
COc1ccc(Cc2nnc(SCC(=O)NCc3ccco3)o2)cc1,11,i,0.0
CC(C)Cn1cc(C(=O)N2CCOCC2)c2c3ccccc3n(C)c2c1=O,6,i,1.0
CC1CCCCC1NC(=O)CSc1nncs1 (stereo not given),0,i,-0.4

# Three compounds from above, arranged by the number in STK33 inh, lowest first:
SMILES,OX1R antag,KCNQ2 block,STK33 inh
Cc1[nH]c(=O)[nH]c(=O)c1NS(=O)(=O)c1ccc2c(c1)CCCC2,28,i,-1.2
CCC(C(=O)NCCN1CCOCC1)n1c2ccccc2c2nc(=O)cc(C)n21 (stereo not given),5,i,-0.4
COc1cc(/C=C2\SC(=S)N(CCC(=O)Nc3ccccc3O)C2=O)cc(OC)c1OC,21,i,-0.1

# Screens from PubChem BioAssay.
